LDHA inh = LDHA (human) enzyme inhibition; P00338; purified LDHA, NADH/diaphorase-resazurin fluorescence; hits give low values; activity change, % (values are at about 110 or 230 µM); 480,000 compounds, 0.15% hits; AID 1347041; in the data active = activity change below about -30%;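 also: plate controls were DMSO wells for no effect and wells without enzyme for full effect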
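Human LDH5 at 2 nM final in Tris HCl pH 7.4 with 0.06 mM NADH and 0.2 mM pyruvate, reacted 5 minutes at room temperature. Remaining NADH coupled via diaphorase/resazurin; resorufin fluorescence read at 0 and 20 minutes, normalized to enzyme-free and DMSO wells.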
An asterisk follows results filed as active; & = joins results of further samples. A portion of the library; the hit share may differ from the screen's.

SMILES	LDHA inh
COc1ccc(Oc2c(C)oc3cc(OCC(=O)Nc4ccccn4)ccc3c2=O)cc1	-0.9
O=C(c1cccc(F)c1)N(Cc1ccco1)C1CC1	5.2
Cc1oc(-c2ccccc2)nc1CC(=O)NC12CC3CC(CC(C3)C1)C2	4.8
CCCCNC(=O)C12CC3CC(C1)CC(c1ccccc1)(C3)C2	10.6
Cn1cnc2c1c(=O)n(CC(=O)NCc1ccccc1F)c(=O)n2C	-0.8
COc1ccc(C(=O)OCc2ccccc2C#N)c(OC)c1	-2.3
C/C(=N/Nc1ccc(S(N)(=O)=O)cc1[N+](=O)[O-])c1ccc2c(c1)Nc1ccccc1S2	13.9
CN1CCN(C(=O)CN(Cc2ccc(Cl)c(Cl)c2)S(=O)(=O)c2ccccc2)CC1	7.2
O=C(O)c1ccc(Cl)cc1I	1.7
COc1ccc(-c2cc(C(=O)NCC(=O)NC(C)C)c3ccccc3n2)cc1	1.7
CCC(C)C(=O)N(Cc1ccccn1)C1CC1 (configuration not stated)	0.9
CC(C(=O)NC(=O)NC1CCCC1)N(C)CC(=O)Nc1ccc(Cl)c(C(F)(F)F)c1 (configuration not stated)	3.7
CC(C)=CC(=O)Nc1ccc(OC2CCCC2)cc1	0.0
O=C(/C=C/c1cc(Br)cc(Br)c1O)c1ccccc1	10.2
CCc1ccccc1NC(=O)Cc1c(C)nc2nc(-c3cccs3)nn2c1C	2.3
CCCCOC(=O)c1ccc(NC(=O)CCc2ncc(-c3ccccc3)o2)cc1	9.8
COCCn1c(C)cc(C(=O)C(=O)Nc2nnc(CSCc3cccc(C)c3)s2)c1C	3.8
COc1ccccc1COCC(O)CN(CC(O)COCc1ccccc1OC)C12CC3CC(CC(C3)C1)C2 (configuration not stated)	8.5
CCOC(=O)C1C(=O)C=C(c2ccc(C)cc2)CC1c1ccc(CC)cc1 (configuration not stated)	4.8
CCC(C)NC(=O)c1ccc(Cl)cc1-n1cnnn1 (configuration not stated)	6.9
CC(C)(C)NC(=O)c1ccccc1SCc1ccc(F)cc1	6.5
Nc1nnnn1Cc1nnc(SCc2ccccc2Cl)n1-c1ccccc1	-0.6
COc1ccc(OC)c(N2CC(O)=C(c3nc4ccccc4n3C)C2=N)c1	-0.3
O=C(COc1cccc(Cl)c1)N(Cc1ccco1)c1ccccn1	4.0
COc1cccc(Oc2c(C)oc3cc(O)ccc3c2=O)c1	0.6
Cc1cc2c(s1)c1cnn(Cc3ccccc3F)c(=O)c1n2Cc1ccccc1F	-2.0
CC(C)(CO)NC(=O)c1cc(C(C)(C)C)cc(C(C)(C)C)c1	2.6
O=C(/C=C/c1ccc([N+](=O)[O-])o1)Nc1cccc([S+](=O)([O-])Nc2ccccc2F)c1	1.1&-4.1
COc1cc(CCC(=O)OCC(=O)c2ccc(Cl)cc2)cc(OC)c1OC	2.0
CCOC(=O)c1cc(-c2ccc(S(=O)(=O)Nc3ccc(C)cc3Cl)s2)on1	5.1
O=C(CC12CC3CC(CC(C3)C1)C2)NCC(=O)N1CCC(c2nc3ccccc3o2)CC1	-15.6
N#Cc1nc(-c2ccc(F)cc2)oc1N1CCN(C(=O)c2cccs2)CC1	1.1
O/N=C/c1cc[n+](C/C=C\c2ccccc2)cc1	-1.2
CSCCCNC(=S)NCC(C)(C)N1CCOCC1	-1.6
CCOC(=O)C(C)Oc1ccc2c(=O)c(Oc3cccc(C)c3)c(C(F)(F)F)oc2c1 (configuration not stated)	3.7
N#Cc1ccccc1-c1ccc(C=O)o1	7.7
O=C(NCC1CC1)C1CC1c1ccncc1 (configuration not stated)	5.3
Cc1cc(/C=C(/C#N)c2ccccn2)c(C)n1C1CC1	-24.6
COc1ccc(CNC(=O)N2CCN(S(=O)(=O)c3cc(F)ccc3F)CC2)cn1	1.8
COc1ccccc1C(=O)Nc1ccccc1C(C)C	6.1
COc1ccc(CC(=O)OCc2ccccc2C#N)c(OC)c1	1.0
COC(=O)C1=C(C)N(C2CC2)C(=S)NC1c1cccs1 (configuration not stated)	3.4
O=C(O)C(Cc1cccs1)c1ccccc1 (configuration not stated)	5.1
CCc1nc(CNCc2cccc(NC(=O)c3cccc(F)c3)c2)cs1	0.7
O=S(=O)(NCc1ccnc(OCc2ccccc2)c1)N1CCCCC1	0.7
CC(=O)Nc1sc2c(c1Br)CCNC2	5.4
Cc1cc(C)cc(N(C(C)C(=O)N2CCCCCC2)S(C)(=O)=O)c1 (configuration not stated)	13.4
O=C(CCCc1nc2ccccc2s1)NC1CCCCC1	4.0
CC12CN3CC(C)(CN(C1)C31C3CC4CC(C3)CC1C4)C2=O (configuration not stated)	-1.6
COc1cc(F)c(S(=O)(=O)N2CCC(C(N)=O)CC2)cc1OC	-9.1
CCOc1cc(/C=C/C(=O)c2ccc(Cl)cc2)ccc1O	4.2
c1ccc2c(NC3C4CC5CC(C4)CC3C5)nc(N3CCCC3)nc2c1 (configuration not stated)	1.8
CC(=O)N(c1nc(C)c(C(=O)Nc2ccc3cc[nH]c3c2)s1)C1CCCC1	-1.8
N#Cc1nc(-c2ccc([N+](=O)[O-])cc2)oc1NCCc1ccccc1	0.9
CCc1noc(C)c1C(=O)Nc1ccc(C(C)(C)C)cc1	-0.2
C=C=Cn1c(C2CC(=O)N(c3ccc(C)c(C)c3)C2)nc2ccccc21 (configuration not stated)	3.3
Cc1cccc(-c2nc(CCN(C)S(=O)(=O)c3ccc(C)c4nsnc34)no2)c1	-5.6
CCN(C(=O)C1CCN(c2oc(-c3ccco3)nc2C#N)CC1)c1ccccc1C	-9.0
O=C(NCCNC(=O)c1cccc2cccnc12)c1cccc2cccnc12	7.5
Cc1nc(SCc2nc(-c3ccc(Cl)cc3)oc2C)[nH]c(=O)c1C	2.9

(further entries)
SMILES	LDHA inh
COc1ccc(C)cc1C(C)NC(=O)Cc1c[nH]c2ccccc12 (configuration not stated)	0.2
Fc1ccccc1CSCc1ccc(-c2nc(-c3ccccc3)no2)o1	-0.8
CC(=O)N1CCN(C(=O)Cn2ccc3c(Br)cccc32)CC1	0.1
Cc1ccsc1C(=O)Nc1ccccc1SCc1ccccc1	9.1
Cc1ncc(-c2ccc(S(=O)(=O)Nc3ccc(F)cc3C)cc2)o1	8.4
O=C(N/N=C/C1CC=CCC1)C1CC1c1ccccc1 (configuration not stated)	0.7
O=C(CC1C=CCC1)NCCc1ccccn1 (configuration not stated)	2.9
CCc1[nH]c(C(=O)N2CCCC2c2ccc3c(c2)OCCO3)c(C)c1C(=O)OC (configuration not stated)	-10.3
NS(=O)(=O)c1ccc(CCNc2ncnc3c2cnn3-c2ccccc2)cc1	-2.5
O=C(Nc1ccc2cc[nH]c2c1)C(=O)NC1CCCCC1	1.8
CCSC1=N/C(=C\c2cc(C(C)(C)C)c(O)c(C(C)(C)C)c2)C(=O)S1	2.6
COc1ccc(Cl)cc1Nc1nc(N)c(C(=O)c2ccc(C)cc2C)s1	-0.7
Cc1nc(-n2[nH]c(C)c(CCC(C)C)c2=O)sc1C(=O)Nc1ccccc1	1.0
O=C(Nc1ccc2oc(-c3ccccc3Br)nc2c1)c1ccc2c(c1)OCO2	2.0
N#Cc1ccc(COC(=O)COc2ccc(C3SCCCS3)cc2)cc1	1.7
CN(C)C(=O)CNC(=O)c1cc2occc2n1Cc1ccc(Cl)cc1	1.0
Cc1nc2sc(C(=O)OCC(=O)Nc3ccc(C(C)C)cc3)c(C)c2c(=O)[nH]1	-11.2
Brc1c(CSc2nc3ccccc3o2)nc2ccccn12	-3.4
Cc1cccc(NC(=O)c2ccc[n+]([O-])c2)n1	4.2
CC(C)NC(=O)CNC(=O)CCc1ncc(-c2ccc(Cl)cc2)o1	4.7
CCOc1ccc(CN(CCOC)Cc2cc(=O)n3ccc(C)cc3n2)cc1	4.4
CCc1ccccc1NC(=O)Nc1ccc2nc(NS(C)(=O)=O)sc2c1	5.1
O=C(NCc1ccccc1CN1CCOCC1)c1cc(-c2ccco2)nc2ccccc12	12.4
Cc1cc(C)c(S(=O)(=O)N2CCCC2c2cc(C(C)C)no2)cc1C (configuration not stated)	5.3
O=C(NN=C1CCCC1)c1ccc(CSc2cccc3cccnc23)cc1	2.6
Cc1oc(-c2ccccc2)nc1C(=O)NCC(C)(C)N1CCOCC1	4.1
O=C(Nc1oc2ccccc2c(=O)c1-c1ccc(F)cc1)c1cccs1	-7.4
Cc1nc2ccccc2nc1SCC(=O)NCc1ccccc1	-1.1
CC1(C)CC(C)(c2ccc(O)cc2)c2ccccc2O1 (configuration not stated)	9.6
O=C(Nc1ccccc1)c1cc(=O)[nH]c2ccccc12	-6.2
Cc1ccc(Nc2nc(COC(=O)c3ccc4c(c3)C(=O)N(C)C4=O)cs2)cc1	-9.9
CC1CCC(C(C)C)C(OC(=O)COC(=O)c2cc(=O)c3ccccc3o2)C1 (configuration not stated)	8.9
COc1ccccc1NC(=O)COC(=O)c1cc(=O)c2ccccc2o1	-6.3
COc1ccc(OC)c(CN2CCc3ccccc3C2)c1	14.2
Cc1ccc2nc(C)c(C(=O)NCc3ccc(N4CCC(C)CC4)nc3)cc2c1	-4.4
Cc1cc2ccccc2n1CC(=O)N1CCC(C(N)=O)CC1	10.2
CC(=O)c1cccc(NC(=O)Cn2c(=O)c3c(ncn3CC(C)C)n(Cc3ccccc3)c2=O)c1	-2.4
CCc1ccc2oc(=O)cc(-c3oc4ccccc4c3NC(C)=O)c2c1	-0.7
Nc1ccc2nc(CO)[nH]c2c1	22.6
CCCCCCCCSCCC(=O)O	-8.1
C=CCNC(=O)C/C(C)=N/NC(=O)C(C)C	0.8
OC12CC3CC(C1)CC(NCc1ccc(-c4ccccc4)cc1)(C3)C2	-16.4
Cc1ccc(-c2nc(CN(C)CC(=O)N(C)C)co2)cc1	6.5
Cc1nc(N2CCN(C(=O)C(N)=O)CC2)c(C#N)c2c1CCCC2	7.3
CC(CNC(=O)CSc1ccc2ccccc2n1)c1ccccc1 (configuration not stated)	9.4

Some of the entries above, reformatted:
SMILES | LDHA inh
CCc1ccc2oc(=O)cc(-c3oc4ccccc4c3NC(C)=O)c2c1 | -0.7
Nc1ccc2nc(CO)[nH]c2c1 | 22.6

(further entries)
SMILES	LDHA inh
COc1ccc(/C=C(/C#N)C(=O)Nc2ccccc2C(=O)O)cc1O	31.5
CC(=O)c1cccc(NC(=O)COc2ccc3c(C)cc(=O)oc3c2)c1	-20.7
CC1CCCCN1CCCNC1CCCC1 (configuration not stated)	-2.6
[O-]/[N+](=C\c1ccc2ccccc2n1)c1ccccc1	19.4
COC(=O)C(=O)CC(=O)c1ccc2c(c1)OCO2	4.0
COCCNC(=O)c1cc(-c2ccccn2)nc2ccccc12	1.5

By substructure, the compounds so far with fluorine (14)
SMILES	LDHA inh
O=C(c1cccc(F)c1)N(Cc1ccco1)C1CC1	5.2
Cn1cnc2c1c(=O)n(CC(=O)NCc1ccccc1F)c(=O)n2C	-0.8
CC(C(=O)NC(=O)NC1CCCC1)N(C)CC(=O)Nc1ccc(Cl)c(C(F)(F)F)c1 (configuration not stated)	3.7
CC(C)(C)NC(=O)c1ccccc1SCc1ccc(F)cc1	6.5
Cc1cc2c(s1)c1cnn(Cc3ccccc3F)c(=O)c1n2Cc1ccccc1F	-2.0
O=C(/C=C/c1ccc([N+](=O)[O-])o1)Nc1cccc([S+](=O)([O-])Nc2ccccc2F)c1	1.1&-4.1
N#Cc1nc(-c2ccc(F)cc2)oc1N1CCN(C(=O)c2cccs2)CC1	1.1
CCOC(=O)C(C)Oc1ccc2c(=O)c(Oc3cccc(C)c3)c(C(F)(F)F)oc2c1 (configuration not stated)	3.7
COc1ccc(CNC(=O)N2CCN(S(=O)(=O)c3cc(F)ccc3F)CC2)cn1	1.8
CCc1nc(CNCc2cccc(NC(=O)c3cccc(F)c3)c2)cs1	0.7
COc1cc(F)c(S(=O)(=O)N2CCC(C(N)=O)CC2)cc1OC	-9.1
Fc1ccccc1CSCc1ccc(-c2nc(-c3ccccc3)no2)o1	-0.8
Cc1ncc(-c2ccc(S(=O)(=O)Nc3ccc(F)cc3C)cc2)o1	8.4
O=C(Nc1oc2ccccc2c(=O)c1-c1ccc(F)cc1)c1cccs1	-7.4
